Coupling enz: qHTS Assay for Inhibitors of Fructose-1,6-bisphosphate Aldolase from Giardia Lamblia: Coupling assay counterscreen; AID 2472, 2010; coupling enzyme system counterscreen, AmpLite Red fluorescence; activity change, negative = inhibition, % at 58.2 µM, hits read low; 290,000 tested, 0.67% active; in the data active means activity change below about -30%
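Final compound at 57.5 uM, incubated 10 min at RT with coupling enzyme reagent (glyceraldehyde-3-phosphate), then 20 min with substrate and AmpLite Red detection. Fluorescence read at 525/598 nm; tests interference with the coupling assay, not aldolase inhibition.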
* hit, by the source's call; & = joins results of further samples. On the % scale 0 is the no-effect control and ±100 the full control effect. These rows are one share of the data; the hit share may differ from the screen's.

SMILES	Coupling enz
COC(=O)CCC(=O)OC1(C)C(=O)C=C2C=C(C3CC3)N(c3ccc(OC)cc3)C=C2C1=O (stereo not given)	-41*
CC1COc2ccccc2C1=O (stereo not given)	4
Cn1cc(C2=C(c3cn(CCCSC(=N)N)c4ccccc34)C(=O)NC2=O)c2ccccc21	-11&-19
CC(=O)c1ccc(OC2C(O)COC2/C=C/c2ccc(Cl)cc2)cc1 (stereo not given)	6&1
CC1(C)C(=O)C(c2ccccc2)=C2CN3C(=O)N(CCc4ccccc4)C(=O)C3(Cc3ccc(F)cc3)C=C21 (stereo not given)	0
Cc1ccc(NC(=O)O[C@@H]2C(=O)c3cc(Br)ccc3O[C@H]2c2ccc3c(c2)OCO3)cc1Br	0
C[C@@]1(C(NC(=O)Cc2ccc(C(F)(F)F)cc2)c2ccc(-c3ccccc3)cc2)C[C@H]1C1CCCCC1 (stereo not given in full)	2
CN1CCCC2(CCN(C(=O)c3cnccn3)CC2)C1	0
Cc1cc(=O)c2c(O)c3c(O)cc(=O)c4c3c3c(cc(O)c1c23)C(C)(C)C=4O	6
CCOC(=O)CCN1C(=O)[C@H]2[C@H]3[C@H](O)[C@H](O)C/C(=N/NC(=O)OCC)[C@H]3CC[C@@H]2C1=O	9
COCCn1c(=O)c(CCc2ccccc2)nc2cnc(N3CCOCC3)nc21	-2
CC[C@H](C)[C@H](N)C(=O)N[C@@H](CC(N)=O)C(=O)N1CCC[C@H]1C(=O)N[C@H](C(=O)N[C@@H](Cc1ccc(O)cc1)C(=O)N[C@@H](CCCN=C(N)N)C(=O)N[C@@H](CC(C)C)C(=O)N[C@@H](CCCN=C(N)N)C(=O)N[C@@H](Cc1ccc(O)cc1)C(N)=O)[C@@H](C)CC	-1
C[N+](C)(CCCCCC[N+](C)(C)CCCN1C(=O)c2ccccc2C1=O)CCCN1C(=O)c2ccccc2C1=O	0
COc1ccc2c(c1)O[C@@H](c1ccc3c(c1)OCO3)[C@H](OC(=O)NCCc1ccc(OC)c(OC)c1)C2=O	3
CC(=O)N1CCC[C@@]2(CCN(Cc3cc(C(F)(F)F)cc(C(F)(F)F)c3)C2)C1	-4
NC(Cc1c[nH]c2ccccc12)C(=O)O (stereo not given)	1
O=C(Nc1cccc(F)c1)N1CC2(CCN(C(=O)c3cc(C(F)(F)F)cc(C(F)(F)F)c3)CC2)C1	-1
COc1ccccc1-c1nc(NCc2cccnc2)c2ccccc2n1	0
COc1cccc(CS(=O)(=O)c2nnnn2C2CCCCC2)c1	0
COCCn1c(=O)c(-c2ccc(F)cc2)nc2cnc(OCc3ccccc3)nc21	-2

Sorted by molar mass (rising): seven of the compounds above
SMILES	Coupling enz
CN1CCCC2(CCN(C(=O)c3cnccn3)CC2)C1	0
COc1ccccc1-c1nc(NCc2cccnc2)c2ccccc2n1	0
COCCn1c(=O)c(-c2ccc(F)cc2)nc2cnc(OCc3ccccc3)nc21	-2
Cn1cc(C2=C(c3cn(CCCSC(=N)N)c4ccccc34)C(=O)NC2=O)c2ccccc21	-11&-19
CC1(C)C(=O)C(c2ccccc2)=C2CN3C(=O)N(CCc4ccccc4)C(=O)C3(Cc3ccc(F)cc3)C=C21 (stereo not given)	0
COc1ccc2c(c1)O[C@@H](c1ccc3c(c1)OCO3)[C@H](OC(=O)NCCc1ccc(OC)c(OC)c1)C2=O	3
C[N+](C)(CCCCCC[N+](C)(C)CCCN1C(=O)c2ccccc2C1=O)CCCN1C(=O)c2ccccc2C1=O	0

Next compounds
SMILES	Coupling enz
C#CCCCO/N=C1/C[C@@H](O)[C@@H](O)[C@@H]2[C@@H]3C(=O)N(Cc4ccccc4)C(=O)[C@H]3CC[C@H]12	4
CC(C)ON(CC(=O)NO)S(=O)(=O)c1ccc(-c2ccccc2)cc1	6
C=CC1=C2C=C(C3CC3)N(Cc3ccccc3)C=C2C(=O)C(C)(OC(=O)c2ccco2)C1=O (stereo not given)	-36*
O=C(NC1CCCCC1)NC1CCCCC1	0
CNc1ncncc1-c1c(C)noc1C	4
O=C1C[C@@H](O)[C@@H](O)[C@@H]2[C@H]3C(=O)N(c4ccc(F)cc4F)C(=O)[C@@H]3CC[C@@H]12	-2
Cn1cc(-c2nc3cnc(Oc4ccccc4)nc3n(CCC#N)c2=O)c2ccccc21	1
O=C(c1ccncc1)N1CCC2(CC1)CN(c1ccccc1)C2	-9
COC(=O)[C@H](CCCN=C(N)N)NC(=O)CCCc1c(-c2ccccc2)[nH]c2c(F)cc(F)cc12	7
COC(=O)c1ccc(C(NC(=O)OCc2ccccc2)/C(C)=C/[C@@H](C)C(=O)NCCN2CCOCC2)cc1 (stereo not given in full)	3
CC(C)[C@H](N)C(=O)N[C@@H](CCC(N)=O)C(=O)NCC(=O)N[C@@H](CCC(=O)O)C(=O)N[C@@H](CCC(=O)O)C(=O)N[C@@H](CO)C(=O)N[C@@H](CC(N)=O)C(=O)N[C@@H](CC(=O)O)C(=O)N[C@@H](CCCCN)C(=O)O	0
C=C1C2CC[C@@]3(C)C(c4ccoc4)OC(=O)C[C@@]13OC1CC(OC(C)=O)C(C)(C)C(CC(=O)OC)[C@@]12C (stereo not given in full)	0
CC(C)C[C@H](NC(=O)c1ccc(NCc2cnc[nH]2)cc1-c1cccc2ccccc12)C(=O)O	-2
COC(=O)CC1C(C)(C)C(O)C2CC3=C4CC(O)OC(c5ccoc5)[C@]4(C)CCC3[C@@]1(C)C2=O (stereo not given in full)	1
CSCC[C@H](N)C(=O)N[C@@H](CCCN=C(N)N)C(=O)N[C@@H](CC(C)C)C(=O)N[C@@H](Cc1ccccc1)C(=O)N[C@H](C(=O)O)C(C)C	0
CCNc1ncc2ncc(=O)n(Cc3cccs3)c2n1	-1
CCNc1ncc2nc(-c3cn(C)c4ccccc34)c(=O)n(C)c2n1	-5
CC(O)CCCCCCC/C=C/C=C/C(N)=O (stereo not given)	2
Cc1cccc(CNc2ccnc(-c3ccccc3C(F)(F)F)n2)c1	-1
O=C1C[C@@H](O)[C@@H](O)[C@H]2[C@@H]3C(=O)N(Cc4ccccc4)C(=O)[C@@H]3CC[C@H]12	0&0
CC[C@H](C)[C@H](N)C(=O)N[C@@H](CCCNC(=N)N)C(=O)N[C@@H](CCC(N)=O)C(=O)NCC(=O)N1CCC[C@H]1C(=O)N[C@@H](CCCCN)C(=O)N[C@@H](CCC(=O)O)C(=O)N1CCC[C@H]1C(=O)N[C@@H](Cc1ccccc1)C(=O)N[C@@H](CCCNC(=N)N)C(=O)N[C@@H](CC(=O)O)C(=O)N[C@@H](Cc1ccc(O)cc1)C(=O)N[C@H](C(=O)N[C@@H](CC(=O)O)C(=O)N[C@@H](CCCNC(=N)N)C(=O)N[C@@H](Cc1ccccc1)C(=O)N[C@@H](Cc1ccc(O)cc1)C(=O)N[C@@H](CCCCN)C(=O)N[C@H](C(=O)N[C@@H](CC(C)C)C(=O)O)[C@@H](C)O)C(C)C	-1
COCCN(CCOC)c1nc(C)nc2c1nc(-c1ccccc1)n2CC1CCN(C)CC1	3
C=C1C[C@]23CC[C@H]4C(CO)(CO)C[C@@H](O)C[C@@]4(C)[C@@H]2CC[C@H]1C3	5
CN(C)c1ccc(-c2cncnc2-n2ccnc2)cc1	-6
COC(=O)C1OC(=O)C2OC23[C@]2(C)C(O)CC4C(C)(C)C(OC(C)=O)CC(OC(C)=O)[C@@]4(C)C2CC[C@@]13C (stereo not given in full)	1&1
C#CCCCO/N=C1/[C@H]2O[C@@H]2[C@@H](O)[C@H]2[C@H]1CCn1c(=O)n(Cc3cc4c(cc3Cl)OCO4)c(=O)n12	0
Cc1ccc(S(=O)(=O)N2CCC(=O)N([C@H](COCc3ccc(C(F)(F)F)cc3)Cc3ccccc3)CC2)cc1	-3
C=CC(C1=CC(=O)C(OC)=CC1=O)c1ccc(O)cc1 (stereo not given)	-35*
CC(C)CN1CC[C@@]2(CCCN(C(=O)c3cc(C(F)(F)F)cc(C(F)(F)F)c3)C2)C1	2
COc1cccc(C2NC(C(=O)O)CCC2C)c1 (stereo not given)	2
CCOC(=O)CCN1C(=O)[C@H]2[C@H]3[C@H](O)[C@H](O)C/C(=N/O[C@@H]4O[C@@H](COC(C)=O)[C@@H](OC(C)=O)[C@@H](OC(C)=O)[C@H]4OC(C)=O)[C@H]3CC[C@@H]2C1=O	1
CC(C)C[C@@H](COCc1cccc(Cl)c1)N1CCN(C(=O)c2cccc(C(F)(F)F)c2)CCC1=O	0
CC(/C=C/C(=O)NO)=C\[C@@H](C)C(=O)c1ccc(N(C)C)cc1	-3
COc1cccc(-c2ccc3ncnc(N4CCOCC4)c3c2)c1	2
Cc1ccccc1Nc1oc(-c2ccccc2)nc1-c1cccc2ccccc12	1
C/C(CCN1CCCc2nc(C)c(C)cc21)=N\O[C@@H](C)CN1CCCc2nc(C)c(C)cc21	-1
CC1(C(=O)NCCCNc2ncc(C(F)(F)F)cc2Cl)C=CC2(CCCCC2)N1C(=O)c1ccccc1 (stereo not given)	5
O=c1c(-c2cccs2)nc2cncnc2n1-c1ccccc1	1
CS(=O)(=O)N1CCC2(CC1)CN(c1cccc(-c3ccccc3)c1)C2	-2
N#Cc1cccc(-c2ccc3ncnc(NCc4cccs4)c3c2)c1	3
COc1cc2c(cc1OC)[C@@H]1C(=O)c3ccc4c(c3O[C@@H]1CO2)C=CC(C)(C)O4	0
Nc1nc2c(c(=O)[nH]1)N=C(CNc1ccc(C(=O)NC(CCC(=O)O)C(=O)O)cc1)CN2 (stereo not given)	-3
CC12C=C(/C=C/CCc3ccco3)C(C)(C1)C(CCc1ccco1)CC2=O (stereo not given)	0
COc1ccc(C2=Nn3c(nnc3-c3cccc(OC)c3)SC2)cc1	3
COc1ccccc1CNc1ccnc(-c2ccoc2)n1	1
COc1cc(C(=O)OC2CC[C@]3(C)C4CCC5[C@]6(O)CC(O)[C@]7(O)C(CN8CC(C)CCC8[C@]7(C)O)[C@]6(O)C[C@@]53O[C@]24O)cc(OC)c1OC (stereo not given in full)	-2
CN(C)c1ncc2nc(-c3cc(F)cc(F)c3)c(=O)n(-c3ccccc3)c2n1	3
CC(=O)OCC1OC(C#Cc2ccccc2Cl)C=CC1OC(C)=O (stereo not given)	-3
COC(=O)C1=C(C(=O)OC)[C@@H]2N(C)c3ccccc3[C@@]23C[C@@H](C(=O)OC)N(S(=O)(=O)c2ccc4c(c2)OCCN4C)C3=N1	-2
CC(=O)NC(CC(=O)O)C(=O)NC(CCC(=O)O)C(=O)O (stereo not given)	-6
COc1cc(C)c2c(=O)cc(-c3ccccc3)oc2c1	0
O=C(c1cnccn1)N1CCC2(CC1)CN(c1ncccn1)C2	3
COc1ccc(-n2c(=O)c(C)nc3cnc(OC)nc32)cc1	0
CO[C@H]1COC(=O)[C@H](C)NC(=O)C/C=C\[C@@H](C)[C@@H](NS(=O)(=O)c2ccc(C)cc2)COC(=O)[C@H](OCc2ccccc2)/C=C\[C@@H]1C	3
O=S(=O)(c1ccccc1)N1CCC2(CC1)CN(C(c1ccccc1)c1ccccc1)C2	0
CCCCCCC1Cc2cc(OC)c(OC)cc2C(C(C(=O)OCC)C(=O)OCC)O1 (stereo not given)	-1&2
CC(C)=CCC/C(C)=C/CO/N=C1/C[C@@H](O)[C@@H](O)[C@@H]2[C@@H]3C(=O)N(C(C)(C)C)C(=O)[C@H]3CC[C@H]12	2
COC(=O)C1(C(=O)OC)CC2=C[C@H](CC2=O)Cc2ccccc2[C@@H]1C[N+](=O)[O-]	2&2
CCOP(=O)(OCC)C(=Cc1cc(C(C)(C)C)c(O)c(C(C)(C)C)c1)P(=O)(OCC)OCC	2
Cc1ccccc1-c1nc(NCc2cccnc2)c2ccccc2n1	-2

Brought forward from above: two entries; new compounds follow.
SMILES	Coupling enz
CCOP(=O)(OCC)C(=Cc1cc(C(C)(C)C)c(O)c(C(C)(C)C)c1)P(=O)(OCC)OCC	2
Cc1ccccc1-c1nc(NCc2cccnc2)c2ccccc2n1	-2
O=c1cc(-c2ccc(F)cc2F)[nH]c2ccc(F)cc12	2
CC(C)c1ccc(Cn2ccc3c4c(N)nc(NC5CC5)nc4ccc32)cc1	-9
O=C(O)CCc1c(C(=O)O)[nH]c2cc(Cl)cc(Cl)c12	13
CN(C)c1ncc2nc(-c3ccccc3)c(=O)n(Cc3ccc(F)cc3)c2n1	0
CCCC[C@@H]1CN2[C@H](c3ccc(Br)cc3)[C@@H](C)CC[C@H]2C(=O)O1	4
COC(=O)N[C@H](c1ccccc1)C(C(C)=O)C(=O)OC (stereo not given in full)	9
CN1CCCC2(CCN(S(=O)(=O)c3ccccc3)CC2)C1	1
C=C(C)[C@H]1CC[C@]2(C(=O)O)CC[C@]3(C)[C@@H](CC[C@H]4[C@@]5(C)CC[C@@H](O)C(C)(C)[C@@H]5CC[C@@]43C)[C@H]12	5
O=S(=O)(c1ccccc1)N1CCC2(CCCN(c3ccncc3)C2)CC1	0
COC(=O)C1=C(C)N(CC2CC2)C(=O)N[C@H]1CCc1ccccc1	-1
COc1ncc2nc(-c3cccc(C#N)c3)c(=O)n(CCC#N)c2n1	3
C[C@H](NCc1ccccc1)c1ccccc1	-1

Source: PubChem BioAssay
